D3 ag = qHTS of D3 Dopamine Receptor Agonist: qHTS | D3R DiscoveRx beta-arrestin cells, luminescence, 90 min | max activation, % | 410,000 compounds, 0.58% hits | D(3) dopamine receptor (Homo sapiens), P35462 | AID 652048, 2013; in the data active means max activation above about 30%; further: 0% is about no effect; mostly tested at two doses, the higher about 12 µM
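Agonist-mode cell screen: cells plated at 1500/well and incubated overnight at 37 °C, then exposed to library compounds for 90 min at 37 °C. Detection reagent was added for 30–60 min at room temperature, and luminescence was read.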
EPAC2 agonist = qHTS for Agonist of cAMP-regulated guanine nucleotide exchange factor 4 (EPAC2): primary screen. EPAC2 activation, biochemical qHTS; response scale: 100% = 6.5 mM cAMP response. Potency, µM (titrated, usually from 154 µM), inactives show top-dose activation, usual class: activators. 360,000 compounds, 0.079% hits; further: potency means the concentration at half of the fitted maximal effect; nearly all actives have a fitted effect of over 50% in size
Target sequence (Q8WZA2 whole entry, looked up): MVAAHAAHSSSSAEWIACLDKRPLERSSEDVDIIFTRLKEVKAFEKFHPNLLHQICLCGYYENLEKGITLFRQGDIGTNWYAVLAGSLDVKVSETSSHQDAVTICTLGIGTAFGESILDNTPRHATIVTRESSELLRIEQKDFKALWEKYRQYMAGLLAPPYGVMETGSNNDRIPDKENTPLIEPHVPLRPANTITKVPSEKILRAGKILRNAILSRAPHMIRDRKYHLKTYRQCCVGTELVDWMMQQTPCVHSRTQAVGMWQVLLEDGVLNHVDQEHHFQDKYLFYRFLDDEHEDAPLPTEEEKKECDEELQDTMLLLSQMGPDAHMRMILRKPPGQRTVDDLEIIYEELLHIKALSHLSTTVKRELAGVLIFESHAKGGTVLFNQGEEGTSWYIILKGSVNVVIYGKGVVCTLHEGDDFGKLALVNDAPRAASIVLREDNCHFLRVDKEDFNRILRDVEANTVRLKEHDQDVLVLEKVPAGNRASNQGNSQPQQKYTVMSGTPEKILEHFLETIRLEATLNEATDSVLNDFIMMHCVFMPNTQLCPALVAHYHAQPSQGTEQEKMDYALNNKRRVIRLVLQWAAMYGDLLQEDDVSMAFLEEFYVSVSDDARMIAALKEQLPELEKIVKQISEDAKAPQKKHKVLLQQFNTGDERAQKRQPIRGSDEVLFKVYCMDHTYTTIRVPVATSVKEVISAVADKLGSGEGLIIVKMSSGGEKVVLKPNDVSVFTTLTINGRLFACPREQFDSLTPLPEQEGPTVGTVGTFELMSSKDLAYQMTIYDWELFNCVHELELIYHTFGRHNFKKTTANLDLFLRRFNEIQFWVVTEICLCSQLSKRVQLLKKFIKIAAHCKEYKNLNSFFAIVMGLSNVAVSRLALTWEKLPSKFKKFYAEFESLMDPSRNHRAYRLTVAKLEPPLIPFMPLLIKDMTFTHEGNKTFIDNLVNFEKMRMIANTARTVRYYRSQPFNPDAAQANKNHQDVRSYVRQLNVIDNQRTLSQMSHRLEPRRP
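qHTS, titration series. 100 nM EPAC2 / 250 nM Rap1B-BODIPY-GDP / 50 uM GDP; RT; ex 480/em 540 nm, 5-min reads to 30 min. Norm. to 6.5 mM cAMP = activation.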
Abeta rescue = qHTS for compounds that reverse cellular toxicity of Amyloid beta (A-beta) peptide in yeast: Primary Screen; AID 1347071, 2019; Potency, µM (top dose mostly 46.1 µM), for the others: at the top dose growth rescue, hits mostly activators; 410,000 compounds, 0.063% hits; yeast expressing A-beta42, growth rescue, OD600, 48 h; response scale: 0% DMSO, 100% iron-clioquinol control; further: potency means the concentration at half of the fitted maximal effect; nearly all actives have a fitted effect of over 55% in size
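Yeast A-beta toxicity model in growth medium with pinned compounds, 48 h at 30 C; growth read as absorbance at 600 nm. Normalized to FeCl3/clioquinol equimolar mix (positive) and DMSO (negative).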
FUS yeast rescue = qHTS for Suppressors of FUS Proteinopathy: Primary screen using FUS-linked yeast assay. 390,000 compounds, 0.24% hits. Potency, µM (top dose mostly 76.6 µM), inactives show at the highest dose growth rescue (activation), usual class: activators. AID 1347120, 2019. S. cerevisiae FUS-expressing, growth rescue, OD600, 24 h;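 further: potency means the concentration at half of the fitted maximal effect; plate controls were DMSO vehicle for no effect and reference control for full effect; nearly all actives have a fitted effect of over 55% in size; some results filed as inactive show a strong effect at the top dose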
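Restored growth of FUS-toxic S. cerevisiae, read as 600 nm absorbance after 24 h at 30C in galactose medium (starting OD 0.005). Controls CP55940 and DMSO.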
aSyn rescue = qHTS of alpha-syn Inhibitors | Yeast expressing alpha-synuclein, growth rescue, BacTiter-Glo, 24 h | 370,000 compounds, 0.14% hits | Potency, µM (doses to about 46.1 µM), without a hit: at the highest dose growth rescue (activation), hits mostly activators; further: potency means the concentration at half of the fitted maximal effect; % of control where 0% means no effect; nearly all actives have a fitted effect of over 65% in size
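Readout is rescue of growth in alpha-synuclein-expressing yeast, so inhibitors of toxicity appear as activators. Growth after 24 hr at 30 deg C in galactose medium is quantified by luminescence.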
DRD3 antagonist = qHTS of D3 Dopamine Receptor Antagonist: qHTS | D(3) dopamine receptor (Homo sapiens), P35462 | D3R cells, DiscoveRx beta-arrestin luminescence, antagonist mode; hits give low values | max response, negative = inhibition, % | 360,000 compounds, 2.5% hits; in the data active means max response below about -50%; inconclusive means no clear call, values can overlap the other calls; further: on the % scale 0 is the no-effect control and ±100 the full control effect; mostly tested at two doses, the higher about 12 µM
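Cells expressing the human receptor were seeded at 1500 cells/well, incubated overnight at 37 degrees C in 5% CO2, then exposed to library compounds with dopamine controls for 90 minutes at 37 degrees C before luminescent detection.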
EPAC2 antag = qHTS for Antagonist of cAMP-regulated guanine nucleotide exchange factor 2 (EPAC2): primary screen; EPAC2 GEF exchange of Rap1B-BODIPY-GDP, fluorescence; AID 720708, 2013; 360,000 compounds, 0.18% hits; Potency, µM (top dose mostly 114 µM), for the others: top-dose activity, negative = inhibition, most hits filed as inhibitors; Rap guanine nucleotide exchange factor 4 (Homo sapiens), Q8WZA2; further: potency means the concentration at half of the fitted maximal effect; on the % scale 0 is the no-effect control and ±100 the full control effect; nearly all actives have a fitted effect of over 45% in size; many of its hits are not listed in these tables
TDP43 rescue = qHTS of TDP-43 Inhibitors; Potency, µM (titrated, usually from 46.1 µM), without a hit: at the top dose growth rescue (activation), most hits filed as activators; AID 652104, 2013; TDP-43 expressing yeast growth rescue, BacTiter-Glo, 24 h; 410,000 compounds, 1.8% hits; further: potency means the concentration at half of the fitted maximal effect; % of control where 0% means no effect; nearly all actives have a fitted effect of over 50% in size
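Luminescence from BacTiter-Glo reports growth of TDP-43-expressing yeast after 24 hr at 30 deg C with compound. Cells were raffinose-pregrown to mid-log, then seeded in galactose medium at OD600=0.02.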
* marks the source's active call; other numbers are inactive results; ? = inconclusive; nt = no result given; [ ] = another dose, or the depositor's remark. Unless noted, the call rests on the fitted dose curve; in most records, active means well fitted curve in the direction sought with a large enough effect; inconclusive means small, poorly fitted or top-dose-only effect, or another doubt; inactive means no such curve, though single readings can be large; an effect the other way counts as inactive or inconclusive. These rows are one share of the data; count on the stated rates, not on these rows.

nr	compound	D3 ag	EPAC2 agonist	Abeta rescue	FUS yeast rescue	aSyn rescue	DRD3 antagonist	EPAC2 antag	TDP43 rescue
1	O=C(Nc1ccc2c(c1)OCO2)O[C@@H]1C[C@H]2CCCC(=O)N3CC[C@@H](C1)[C@@H]23	13	14%	3%	-5%	0%	-17	7%	10%
2	Cc1c(C#N)c2ccccc2n1CC(=O)NCc1ccccc1	4	0%[15.6 µM]	27%	-19%	2%	3	13%	8%
3	O=C(Cc1csc(NC(=O)Nc2ccc(Cl)cc2)n1)NC1CCCC1	-1	-6%	9%	11%	-14%	14	-6%	21%
4	CCOC(=O)C(NCCc1ccccc1F)(NC(C)=O)C(F)(F)F (stereo unspecified)	6	-3%	4%	nt	0%	-2	12%	16%
5	N#CC(C#N)=C1c2cc(S(N)(=O)=O)ccc2-c2ccc(S(N)(=O)=O)cc21	-2	11%	4%	-10%	-1%	-18	-5%	-18%
6	CCOc1ccc(NC(=O)N2CCC(n3nnc4cc(C)ccc43)CC2)cc1	2	-7%	12%	-13%	3%	9	9%	13%
7	CCCSC1=C(C#N)C(c2ccccc2C)CC(=O)N1 (stereo unspecified)	-5	0%	7%	-19%	-3%	-16	-1%	1%
8	O=C(Nc1cccc(S(=O)(=O)N2CCCCC2)c1)c1ccccc1NS(=O)(=O)c1ccc(F)cc1	-2	13%	7%	nt	0%	0	-16%	-25%
9	NC(=S)N=Nc1c(O)n(Cc2ccc(Br)cc2)c2ccccc12	-2	-1%	19%	1%	-5%	?	12%	0%
10	CC1=Nc2ccccc2/C1=C/c1c(C)[nH]c2ccccc12	3	4%	0%	30%	3%	-6	8%	4%
11	O=[N+]([O-])c1ccc2c(c1)OCCOCCOCCOCCOCCOCCO2	6	5%	-23%	5%	7%	9	0%	-8%
12	Cc1ccc(N2C(=O)C3C4CCC(O4)C3C2=O)c(OC(F)F)c1 (stereo unspecified)	7	5%	7%	-22%	3%	4	6%	17%
13	CCOC(=O)c1cc(NC(=O)c2cccnc2)ccn1	-5	18%	5%	18%	-2%	-1	6%	10%
14	COc1ccccc1NC(=O)C(C)Sc1nccn1C (stereo unspecified)	1	9%	-17%	2%	-8%	-16	-5%	-1%
15	CCc1nc2ccc(C(=O)N(C)Cc3ccco3)cn2c1N(C)CCCc1ccccc1	-10	17%	-20%	1%	0%	17	?	18%
16	CCOC(=S)SCC(=O)N1CCc2ccccc2C1C1C(=O)CCCC1=O (stereo unspecified)	0	2%	8%	-15%	-11%	3	-14%	13%
17	CCCCCN(C(=O)CCC(=O)OCC(=O)N1C(C)CCCC1C)c1c(N)n(CCCC)c(=O)[nH]c1=O (stereo unspecified)	0	20%	-1%	38%	-5%	-9	-4%	0%
18	CCOc1cc(CNCc2cc(OC)cc(OC)c2)ccc1OC	0	1%	15%	-1%	-1%	10	9%	9%
19	CC(NC(=O)c1ccccc1Br)c1ccc2c(c1)CCCC2 (stereo unspecified)	3	12%	-2%	23%	-11%	11	-1%	13%
20	O=S(=O)(c1ccc(Oc2ccc3oc4ccccc4c3c2)nc1)N1CCCC1	0	-1%	-4%	-11%	-9%	1	6%	15%

Records 19 to 20 of the list above:
nr	compound	D3 ag	EPAC2 agonist	Abeta rescue	FUS yeast rescue	aSyn rescue	DRD3 antagonist	EPAC2 antag	TDP43 rescue
19	CC(NC(=O)c1ccccc1Br)c1ccc2c(c1)CCCC2 (stereo unspecified)	3	12%	-2%	23%	-11%	11	-1%	13%
20	O=S(=O)(c1ccc(Oc2ccc3oc4ccccc4c3c2)nc1)N1CCCC1	0	-1%	-4%	-11%	-9%	1	6%	15%

(continued)
nr	compound	D3 ag	EPAC2 agonist	Abeta rescue	FUS yeast rescue	aSyn rescue	DRD3 antagonist	EPAC2 antag	TDP43 rescue
21	COCCCN(C(=O)CCSc1ccc(F)cc1)c1c(N)n(Cc2ccccc2)c(=O)[nH]c1=O	4	3%	13%	3%	-2%	4	-4%	10%
22	O=C(COC(=O)C12CC3CC(CC(C3)C1)C2)Nc1ncc(Cl)cc1Cl	-7	13%	-14%	15%	-2%	19	-4%	-4%
23	O=C(NC1CCCCC1)C(c1ccc2ncccc2c1)N(Cc1ccc2c(c1)OCO2)C(=O)c1cccs1 (stereo unspecified)	7	16%	0%	?	-3%	50	-11%	-21%
24	CCOC(=O)c1ccc(NC(=S)N2CCSC2c2ccc(Cl)cc2)cc1 (stereo unspecified)	-11	14%	33%	?	14%	-22	-9%	16µM*
25	Cc1ccc(CNC(=O)CCNS(=O)(=O)c2cccc3nonc23)cc1	9	5%	-5%	8%	5%	-22	5%	-8%
26	Nc1nc(SCC(=O)N2CCOCC2)[nH]c(=O)c1-c1ccccc1	-11	14%	0%	2%	0%	-12	6%	-22%
27	CCOC(=O)N1CCN(C(=O)CN2C(=O)COc3ccc(S(=O)(=O)N4CCOCC4)cc32)CC1	-12	-1%	-26%	13%	-7%	-19	6%	-3%
28	CCCOc1ccc(F)cc1-c1cc(C(=O)NCc2ccc(F)cc2)[nH]n1	-8	2%	-11%	1%	0%	-2	-8%	18%
29	COc1ccc(-n2c(O)c(/C=N/NS(=O)(=O)c3ccc(C)c([N+](=O)[O-])c3)c3ccccc3c2=O)cc1OC	-6	13%	-15%	32%	-10%	-15	-27%[57.1 µM]	-9%
30	O=C(O)c1cccc(NS(=O)(=O)c2ccc(C3CCCCC3)cc2)c1	3	10%	-4%	13%	2%	-19	-16%	-1%
31	C/C(Cl)=C/CN1C(=O)C2C3C=CC(C3)C2C1=O (stereo unspecified)	0	6%	1%	-8%	2%	1	-2%	0%
32	CSc1nc2sc3c(c2c(=O)n1-c1ccc(F)c(Cl)c1)CCN(C(C)=O)C3	3	nt	-10%	-4%	nt	nt	nt	11%
33	O=C(NCCC1CCCCN1S(=O)(=O)c1ccccc1)C(=O)Nc1ccc(F)cc1F (stereo unspecified)	-2	-4%	25%	8%	-4%	1	-1%	?
34	COc1ccc(N=C(C)c2sc3ccccc3c2O)cc1	-4	-2%	-5%	-13%	0%	-11	-4%	1%
35	Cc1cc(Nc2ccccc2)n(-c2ccccc2)n1	6	1%	-1%[9.22 µM]	-26%	-2%	?	-2%	29%
36	CCOC(=O)c1cnn(-c2ccccn2)c1N	-2	-4%	1%	-39%	-6%	-3	9%	?
37	Cc1cc(C)c(S(C)(=O)=O)c(Oc2cccc(Cl)c2)n1	0	2%	9%[9.22 µM]	-47%	13%	-20	7%	?
38	NC(=S)Cc1ccc(Cl)cc1Cl	-7	8%	20%	2%	-4%	-7	-2%	13µM*
39	COc1ccc(S(=O)(=O)N2CCC3(CC2)OCCN3S(=O)(=O)c2ccc(C)cc2)cc1OC	-1	10%	-3%	19%	-3%	6	6%	-15%
40	C[C@@H]1CN([C@H](C)CO)C(=O)c2c(c3ccccc3n2C)-c2ccccc2CO[C@H]1CN(C)S(=O)(=O)c1cn(C)cn1	-1	-5%	-4%	31%	-2%	-7	4%	24%

Shown as labelled records: entries from further up
34: COc1ccc(N=C(C)c2sc3ccccc3c2O)cc1
  D3 ag: -4	EPAC2 agonist: -2%	Abeta rescue: -5%	FUS yeast rescue: -13%	aSyn rescue: 0%	DRD3 antagonist: -11	EPAC2 antag: -4%	TDP43 rescue: 1%
35: Cc1cc(Nc2ccccc2)n(-c2ccccc2)n1
  D3 ag: 6	EPAC2 agonist: 1%	Abeta rescue: -1%[9.22 µM]	FUS yeast rescue: -26%	aSyn rescue: -2%	DRD3 antagonist: ?	EPAC2 antag: -2%	TDP43 rescue: 29%
36: CCOC(=O)c1cnn(-c2ccccn2)c1N
  D3 ag: -2	EPAC2 agonist: -4%	Abeta rescue: 1%	FUS yeast rescue: -39%	aSyn rescue: -6%	DRD3 antagonist: -3	EPAC2 antag: 9%	TDP43 rescue: ?
37: Cc1cc(C)c(S(C)(=O)=O)c(Oc2cccc(Cl)c2)n1
  D3 ag: 0	EPAC2 agonist: 2%	Abeta rescue: 9%[9.22 µM]	FUS yeast rescue: -47%	aSyn rescue: 13%	DRD3 antagonist: -20	EPAC2 antag: 7%	TDP43 rescue: ?

Other entries.
| nr | smiles | D3 ag | EPAC2 agonist | Abeta rescue | FUS yeast rescue | aSyn rescue | DRD3 antagonist | EPAC2 antag | TDP43 rescue |
| --- | --- | --- | --- | --- | --- | --- | --- | --- | --- |
| 41 | O=C(Nc1c(Cl)cc(Cl)cc1-c1nc2ccccc2s1)c1ccc(Br)o1 | -5 | 15% | 16% | 29% | 18% | 6 | -3% | -3% |
| 42 | Cc1cc(=O)oc2c3c(cc(OCC(=O)N4CCC[C@H]4C(=O)O)c12)OC(C)(C)CC3 | -8 | -5% | -16% | -10% | -7% | 20 | -5% | 13% |
| 43 | O=S(=O)(c1cnc[nH]1)N1CCN(c2ccc(F)cc2)CC1 | -3 | 7% | -3% | -10% | -12% | -15 | 6% | -15% |
| 44 | CN(C)CCn1c2c(c(SCC(=O)Nc3ccccc3)nc1=O)CCCC2 | 0 | -5% | -7% | 2% | 1% | 23 | 10% | 16% |
| 45 | OC[C@@H]1CN(Cc2ccc3c(c2)OCO3)C[C@H](n2cnc3c(NC4CCCC4)ncnc32)O1 | -4 | 5% | -4% | 8% | -1% | 0 | 13% | 11% |
| 46 | Cc1csc2nc(CCNS(=O)(=O)c3ccccc3)cn12 | 0 | nt | -8% | 13% | nt | nt | nt | 6% |
| 47 | CN1CCN(c2ccc([N+](=O)[O-])cc2C(=O)c2ccc(Br)cc2)CC1 | -9 | -6% | -10% | -1% | 2% | -56* | -5% | 1% |
| 48 | Cc1cccc(CC2CC(=O)N(c3ccc([N+](=O)[O-])cc3)C2=O)c1 (stereo unspecified) | 2 | 16% | 17% | 4% | -2% | -1 | 3% | 13% |
| 49 | Fc1ccc(CN2CCN(c3ncnc4scc(-c5ccc(F)cc5)c34)CC2)cc1 | 4 | 4% | 10% | 19% | -1% | 5 | -10% | 5% |
| 50 | CCN(CC)CCCn1c2c(c(SCC(=O)Nc3cc(C)cc(C)c3)nc1=O)CCC2 | -7 | -4% | -1% | 4% | 2% | -10 | -13% | 10% |

Bioassay records as filed in PubChem BioAssay.
